# Tb PYK inh – inhibitors of Trypanosoma brucei pyruvate kinase | Q57TT1 | TbPYK enzyme, Kinase-Glo Plus ATP luminescence, 45 min | Potency, µM (titrated, usually from 76.8 µM), for the others: top-dose activity, negative = inhibition, actives largely listed as inhibitors | hit rate 0.12% among 410,000 | AID 624173; further: potency means the concentration at half of the fitted maximal effect; nearly all actives have a fitted effect of over 50% in size
#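 In this concentration-response screen, enzyme-free wells defined baseline while DMSO plates tracked drift. Each reaction combined TbPYK, substrate, compound and 130 uM ADP for 45 min at room temperature. Kinase-Glo Plus luminescence gave the signal.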
# HCMV antiviral – inhibitors of human cytomegalovirus; activity change, negative = inhibition, % at 57.5 µM; AID 1259415; hit rate 4.5% among 410,000; HFF cells, HCMV-luciferase reporter, 72 h; stronger effect = lower value; in the data active means activity change below about -60%; inconclusive means no clear call, values can overlap the other calls; inactive means above about -39%
#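 HFF cells seeded 16 h at 37C, treated with compounds, infected with luciferase-reporter HCMV at MOI 1 PFU/cell; luciferase read at 72 h post infection, normalized to buffer-only and Salinomycin controls.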
# AmpC inh detg – blocks E. coli AmpC beta-lactamase in detergent assay. AID 485294. P00811. hit rate 0.041% among 370,000. AmpC hydrolysis of nitrocefin, absorbance 480 nm, 0.01% Triton. Potency, µM (doses to about 114 µM), without a hit: top-dose activity change, negative = inhibition, actives largely listed as inhibitors;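 further: potency means the concentration at half of the fitted maximal effect; 0% = no-compound wells and -100% = no-enzyme wells; nearly all actives have a fitted effect of over 25% in size; some results filed as inactive show a strong effect at the top dose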
# Target sequence (P00811 whole entry, looked up): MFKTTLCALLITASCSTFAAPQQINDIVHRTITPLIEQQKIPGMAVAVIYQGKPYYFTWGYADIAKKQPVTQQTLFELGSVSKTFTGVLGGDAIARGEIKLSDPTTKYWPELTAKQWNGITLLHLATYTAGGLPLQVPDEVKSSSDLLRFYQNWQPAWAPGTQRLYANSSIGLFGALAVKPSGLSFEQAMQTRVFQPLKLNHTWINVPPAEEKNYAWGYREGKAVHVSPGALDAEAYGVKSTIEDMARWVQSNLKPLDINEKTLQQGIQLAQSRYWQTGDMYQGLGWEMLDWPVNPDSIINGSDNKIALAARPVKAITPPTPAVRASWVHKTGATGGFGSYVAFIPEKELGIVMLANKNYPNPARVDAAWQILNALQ
#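 AmpC (5.3 nM in the dispensed reagent) in 20 mM phosphate pH 7.0 with 0.01% (detergent screen) or 0.0001% Triton X-100 was preincubated with compounds for 15 min at room temperature. Nitrocefin was then added from an 800 uM solution, and hydrolysis was followed at 480 nm.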
# HCV inhibitor – inhibitors of hepatitis C virus infection; Huh7.5.1 HCVcc-Cre infection, luciferase reporter, 44 h; Potency, µM (series often up to 41.8 µM), inactives show at the top dose activity change, negative = inhibition, actives largely listed as inhibitors; hit rate 3.4% among 340,000; AID 651820; further: potency means the concentration at half of the fitted maximal effect
#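 Infectious HCV cell culture screen: compound-treated cells (1,000/well, pre-plated 4 h) are infected with HCVcc-Cre at roughly 0.5 moi and grown 44 h. Infection is quantified by luciferase signal after 15 min substrate incubation at room temperature.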
# AmpC no deterg – inhibitors of E. coli AmpC beta-lactamase without detergent; AmpC nitrocefin hydrolysis, absorbance 480 nm, 0.0001% Triton; AID 485341; P00811; hit rate 0.52% among 330,000; Potency, µM (highest dose often 57.1 µM), for the others: top-dose activity change, negative = inhibition, usual class: inhibitors;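 further: potency means the concentration at half of the fitted maximal effect; plate controls were no compound for no effect and no enzyme for full effect; nearly all actives have a fitted effect of over 20% in size; some results filed as inactive show a strong effect at the top dose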
#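 AmpC (5.3 nM in the dispensed reagent) in 20 mM phosphate pH 7.0 with 0.01% (detergent screen) or 0.0001% Triton X-100 was preincubated with compounds for 15 min at room temperature. Nitrocefin was then added from an 800 uM solution, and hydrolysis was followed at 480 nm.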
# AMA1-RON2 inh – AMA1-RON2 (P. falciparum) interaction inhibition; AlphaScreen AMA1-biotinylated RON2 peptide binding; Potency, µM (series often up to 58.2 µM), without a hit: top-dose activity change, negative = inhibition, usual class: inhibitors; hit rate 0.2% among 360,000;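 further: potency means the concentration at half of the fitted maximal effect; 0% = vehicle wells and -100% = peptide control; nearly all actives have a fitted effect of over 45% in size; some results filed as inactive show a strong effect at the top dose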
#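 AMA1 (3D7) with his tag at 25 nM final met compounds first, then biotinylated RON2 peptide at 25 nM; detection used donor plus acceptor beads, 10 µg/mL apiece, read by AlphaScreen after 30 min at room temperature.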
# LmPK inhibitor – LmPK (Leishmania mexicana) enzyme inhibition; AID 1721; hit rate 0.37% among 290,000; purified LmPK, Kinase-Glo ATP luminescence, 1 h; Potency, µM (highest dose often 57.5 µM), without a hit: top-dose activity change, negative = inhibition, most hits filed as inhibitors; further: potency means the concentration at half of the fitted maximal effect
# Target sequence (Q27686 whole entry, looked up): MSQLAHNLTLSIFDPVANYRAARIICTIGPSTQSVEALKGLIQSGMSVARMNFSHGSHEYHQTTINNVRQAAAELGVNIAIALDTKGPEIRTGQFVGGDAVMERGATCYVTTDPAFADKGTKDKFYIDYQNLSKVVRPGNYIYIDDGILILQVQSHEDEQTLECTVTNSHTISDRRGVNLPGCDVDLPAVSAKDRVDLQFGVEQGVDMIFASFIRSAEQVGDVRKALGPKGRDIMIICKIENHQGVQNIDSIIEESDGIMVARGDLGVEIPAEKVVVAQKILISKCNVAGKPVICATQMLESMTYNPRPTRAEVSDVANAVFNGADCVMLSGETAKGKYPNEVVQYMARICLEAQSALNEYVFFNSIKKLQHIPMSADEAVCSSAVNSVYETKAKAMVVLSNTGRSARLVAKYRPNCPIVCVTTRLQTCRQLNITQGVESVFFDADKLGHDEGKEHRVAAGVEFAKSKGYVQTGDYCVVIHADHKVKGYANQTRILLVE
#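 In 50 mM imidazole pH 7.2 with 7 mM MgCl2, LmPK (0.1 nM) turned over PEP (0.5 mM) and ADP (0.1 mM) for 1 h at room temperature. Luciferase read-out of ATP.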
# * hit, by the source's call; ? = inconclusive; nt = no result given; & = joins results of further samples; [ ] = remark or other dose. Unless noted, the call rests on the fitted dose curve; in most records, active means well fitted curve in the direction sought with a large enough effect; inconclusive means small, poorly fitted or top-dose-only effect, or another doubt; inactive means no such curve, though single readings can be large; an effect the other way counts as inactive or inconclusive. Unless noted, on the % scale 0 is the no-effect control and ±100 the full control effect. Random draw from the library, and some 7.5% of all compounds hit somewhere here.
SMILES,Tb PYK inh,HCMV antiviral,AmpC inh detg,HCV inhibitor,AmpC no deterg,AMA1-RON2 inh,LmPK inhibitor
CCc1ccccc1OCC(=O)Nc1nc(-c2cccnc2)cs1,1%,-65*,2%,?,-26%,55%[activator],-3%
Cc1cc(SCC(=O)N2CCCC2=O)nc2ccccc12,1%,16,nt,1%,4%,12%,nt
O=C(c1ccccc1Cl)N1CCC(c2nc3ccccc3s2)CC1,6%,-5,17%,nt,nt,nt,nt
COc1ccc(C(=O)N2CC(c3ccc(Cl)cc3)CC2=O)cc1 (stereo not drawn),4%,8,nt,11%,nt,-8%,nt
O=C(/C=C/c1ccccc1)N1CCN(c2ccc([N+](=O)[O-])c(N3CCOCC3)c2)CC1,-22%,-22,-12%,?,88%[activator],-20%,3%
COc1cc(C(=O)Nc2cc(C)cc(C)c2)c(-n2cnnn2)cc1OC,-5%,48,1%,-12%,12%,-2%,2%
Cc1ccc(Cl)cc1NC(=O)CCn1cnc2ccccc2c1=O,7%,-13,2%,nt,nt,nt,nt
CCS(=O)(=O)c1ncc(Cl)c(C(=O)NCc2ccc(OC)cc2)n1,4%,-97*,8%,nt,nt,nt,nt
COc1ccc(Nc2ncc(C(=O)N3CCN(c4ccccc4OC)CC3)c3ccccc23)cc1,-4%&4%,-33&-14,?,?,85%[activator],-8%,1%
Cc1nn(C)cc1CNC(=O)c1ccc(F)cc1,0%,-4,2%,30%[activator],6%,-15%,-2%
CCOc1ccc(C(=O)CCC(=O)Nc2cccc(S(=O)(=O)N3CCCCC3)c2)cc1,5%,-13,10%,?,-24%,19%,nt
Cc1ccc(NC(=O)COC(=O)c2ccc(F)cc2Cl)c(Br)c1,6%,-31,?,-3%,-17%[11.4 µM],3%,2%
Cc1ccc(S(=O)(=O)N2CCN(C(=O)COC(=O)CSc3ccccc3)CC2)c(C)c1,1%,-26,-9%,13%,22%,-2%,nt
COc1ccccc1-n1c(CNC(=O)c2ccco2)n[nH]c1=S,?,8,4%,8%,-12%,-3%,-9%
CC(=O)c1cc(Cl)ccc1OCc1cccc(S(=O)(=O)N2CCOCC2)c1,5%,-24,0%,?,39%,10%,nt
O=C(N/N=C/c1ccncc1)NC12CC3CC(CC(C3)C1)C2,1%,40,2%,-2%,-6%,-6%,1%
CCOC(=O)CNC(=O)N1CCC(CCC(=O)N(C)Cc2ccccc2)CC1,-2%,17,3%,36%[activator],0%,-9%,0%
CCOC(=O)c1c(NC(=O)CN2C(=O)NC3(CCC(CC)CC3)C2=O)sc(C)c1-c1ccc(C)cc1 (stereo not drawn),-6%,?,-9%,-3%,-15%,-16%,9%
Nc1nnc(P(c2ccccc2)c2ccccc2)s1,3%,-64*,-1%,8%,-13%,6%,-1%
Cc1c(C(=O)N/N=C/c2ccoc2)cccc1[N+](=O)[O-],6%,-35,?,11%,22%,6%,0%
COc1ccc(-n2cnc3c(sc4nccc(N(C)C)c43)c2=O)cc1,-4%,?,0%,?,-20%,31%,0%
Cc1ccc(N=Cc2c(O)n(C)c(=O)n(C)c2=O)cc1,2%,-33,-3%,-1%,0%,1%,-14%
CCNCC(=O)N1c2ccccc2CCc2ccc(NC(C)=O)cc21,1%,-16,-11%,5%,-6%,56%[activator],6%
CC(C)c1ccc(C2OCCCO2)cc1,7%,6,nt,20%,nt,-16%,nt
COc1c(Br)cc([N+](=O)[O-])c(OC)c1C(=O)NC(=O)Nc1nc(C)cc(C)n1,0%,11,2%,-16%,37%,-6%,0%

# Reprinted from the part before: two entries, then new ones.
SMILES,Tb PYK inh,HCMV antiviral,AmpC inh detg,HCV inhibitor,AmpC no deterg,AMA1-RON2 inh,LmPK inhibitor
CC(C)c1ccc(C2OCCCO2)cc1,7%,6,nt,20%,nt,-16%,nt
COc1c(Br)cc([N+](=O)[O-])c(OC)c1C(=O)NC(=O)Nc1nc(C)cc(C)n1,0%,11,2%,-16%,37%,-6%,0%
Cc1ccc(S(=O)(=O)N2CCOCC2)cc1C(=O)N1CC(C)OC(C)C1 (stereo not drawn),3%,13,?,21%,-14%,-23%,nt
O=C(O)CCCC(=O)NCCc1ccncc1,-4%,2,-8%,0%,-5%,-11%,1%
O=C(Oc1ccc(Cl)c2cccnc12)C12CC3CC(CC(C3)C1)C2,-9%,?,-6%,10%,-16%,27%,-2%
CN(c1ccccc1)S(=O)(=O)c1ccc(C(=O)OCC(=O)NC(N)=O)cc1,4%,-21,3%,9%,-15%,-1%,1%
Cc1ccc2c(c1)COc1c3ccc(C(=O)N[C@@H](CO)C(C)C)cc3nn1-2,-7%,47,-3%,?,40%,12%,3%
COc1ccc(OC)c2c(C)cc(N3CCCN(C)CC3)nc12,-5%,13,?,?,31%,-26%,-1%
COC(=O)Nc1nc2ccc(Br)cc2s1,-14%,-37,-15%,-1%,-28%,1%,-4%
CC1Cc2ccccc2N1C(=O)CSCC(=O)O (stereo not drawn),1%,-5,-2%,15%,-8%,-7%,0%
O=C(C1CCCN(Cc2nc(-c3ccc(Cl)cc3)no2)C1)N1CCOCC1 (stereo not drawn),-3%,-23,8%,?,86%[activator],5%,11%
Cc1c([N+](=O)[O-])cc(C(=O)Nc2ccc3ncccc3c2)cc1[N+](=O)[O-],4%,-17,-16%,?,-23%,13%,8%
COc1ccc(-n2c(Cc3cccn3C)nnc2SCC(=O)N2CCOCC2)cc1,-9%,15,?,13%,62%[activator],-2%,4%
CCOC(=O)C1(CCOc2ccccc2)CCN(Cc2cccs2)CC1,1%,37,5%,?,11%,-18%,5%
Cc1ccccc1NC(=O)Cn1nc(C)c2ccccc2c1=O,-7%,-8,-5%,-14%,-10%,1%,0%
O=C(OCc1cc2ccccc2[nH]c1=O)c1ccccn1,7%,5,-2%,11%,-17%,2%,0%
CCOc1ccc(NC(=O)CN(C)C(=O)Cn2c(=O)oc3ccccc32)cc1OCC,0%,10,-7%,-14%,14%,-1%,nt
CC(=O)N1CCN(c2ccc(NCc3ccc(F)cc3)cc2)CC1,-20%,-40,?,?,75%[activator],-21%,-8%
NC(=O)c1c(/N=C/c2cccs2)sc2c1CCCC2,-26%,58,2%,2%,-10%,4%,6%
Cc1ccc(C(C)NC(=O)Cc2cccs2)c(C)c1 (stereo not drawn),-6%,59,0%,17%,-11%,19%,-1%
CCOC(=O)c1ccc(NC(=S)NCCCN2CCCC2=O)cc1,-9%,-28,-2%,?,-3%,-4%,2%
CC1(NC(=O)N2CCCCC2)CCS(=O)(=O)C1 (stereo not drawn),1%,-13,-9%,11%,-9%,-14%,0%
COc1ccc(CC(=O)NNC2=Nc3cccc4cccc2c34)cc1OC,2%,0,-3%,-17%,-5%,99%[activator],0%
Cc1noc(C)c1S(=O)(=O)N(CC(=O)NCc1ccccc1)c1ccc(C(C)C)cc1,2%&3%,-29&0,1%&-1%,-18%,-6%,9%,4%
CC(C(=O)NC1CCCc2ccccc21)N1CCN(Cc2ccc3c(c2)OCO3)CC1 (stereo not drawn),-6%,47,0%,-26%,146%[activator],9%,6%
COc1ccc(C(CNC(=O)C(C)Oc2ccc(Br)cc2)N2CCCC2)cc1 (stereo not drawn),-2%,-17,?,?,36%,-10%,nt
CN(CC(=O)NC1(C)CCS(=O)(=O)C1)S(=O)(=O)c1ccc(Cl)cc1 (stereo not drawn),2%,26,0%,8%,-17%,21%,nt
CCCNC(=O)c1[nH]c(C)c(C(=O)OCC)c1C,nt,nt,-10%,-3%,-23%,nt,-2%
Cc1cccc(C)c1Nc1nnc(SCC(=O)NCc2ccco2)s1,-9%,18,?,5%,-16%,0%,0%

# Quoted at random: two entries already listed, in no set order.
SMILES,Tb PYK inh,HCMV antiviral,AmpC inh detg,HCV inhibitor,AmpC no deterg,AMA1-RON2 inh,LmPK inhibitor
CN(CC(=O)NC1(C)CCS(=O)(=O)C1)S(=O)(=O)c1ccc(Cl)cc1 (stereo not drawn),2%,26,0%,8%,-17%,21%,nt
NC(=O)c1c(/N=C/c2cccs2)sc2c1CCCC2,-26%,58,2%,2%,-10%,4%,6%

# Record cards (already shown). Order of screens: Tb PYK inh, HCMV antiviral, AmpC inh detg, HCV inhibitor, AmpC no deterg, AMA1-RON2 inh, LmPK inhibitor
# CCCNC(=O)c1[nH]c(C)c(C(=O)OCC)c1C as listed: nt, nt, -10%, -3%, -23%, nt, -2%
# Cc1noc(C)c1S(=O)(=O)N(CC(=O)NCc1ccccc1)c1ccc(C(C)C)cc1 as listed: 2%&3%, -29&0, 1%&-1%, -18%, -6%, 9%, 4%
# CCOC(=O)C1(CCOc2ccccc2)CCN(Cc2cccs2)CC1 as listed: 1%, 37, 5%, ?, 11%, -18%, 5%
# CC1Cc2ccccc2N1C(=O)CSCC(=O)O (stereo not drawn) as listed: 1%, -5, -2%, 15%, -8%, -7%, 0%
# CN(CC(=O)NC1(C)CCS(=O)(=O)C1)S(=O)(=O)c1ccc(Cl)cc1 (stereo not drawn) as listed: 2%, 26, 0%, 8%, -17%, 21%, nt
